# HT1080 cytotoxicity – cytotoxicity in HT1080 fibrosarcoma cells, cell-based, fluorescence readout (AID 620) | HT1080 viability, fluorescence; higher % means a stronger effect | cytotoxicity, % at 10 µM, or EC50 in µM where a hit was titrated | actives 0.42% (n = 87,000);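 further: cells exposed to compound overnight then 4 h with Alamar Blue; 0% = vehicle DMSO and 100% = killing control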
# Spn PMK inh – S. pneumoniae PMK inhibitors, primary screen, biochemical, mevalonate pathway, pilot trial included | phosphomevalonate kinase (Streptococcus pneumoniae D39) | purified PMK, PK/LDH-coupled NADH absorbance 340 nm | inhibition, % at 10 µM | actives 0.49% (n = 65,000) | AID 539, 2006;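 active means top-ranked compounds by inhibition in the single 10 µM screen, taking a fixed number of the strongest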;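 further: 0% = full reaction with DMSO carrier and 100% = background rate without enzyme reaction; no value below 0 was filed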
# LYP inhibition – LYP phosphatase inhibitors, primary screen, biochemical, DiFMUP fluorescence, recombinant catalytic domain, 10 µM (AID 606) | recombinant LYP catalytic domain, DiFMUP fluorescence; higher % means a stronger effect | inhibition, % at 10 µM, or IC50 in µM where a hit was titrated | 52,000 tested, under 10 active | Tyrosine-protein phosphatase non-receptor type 22 (Homo sapiens);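 active means IC50 under 40 µM in the dose-response test; inactive means IC50 of 40 µM or more, or never dose-tested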
# HPDE-C7K KRASV12 – cytotoxicity in KRAS-transformed pancreatic duct cells, primary screen, cell-based, fluorescence, HTS (AID 431); actives 1.7% (n = 63,000); HPDE-C7K KRASV12 cells, Alamar Blue viability, 48 h; higher % means a stronger effect; one-dose cytotoxicity, % at 10 µM; EC50 in µM for titrated hits;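 active means compounds whose percent cytotoxicity in the single-dose primary screen, scaled between solvent and toxic-drug controls, exceeds 50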;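 further: 0% = DMSO solvent wells and 100% = doxorubicin-treated wells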
# Spn MK inh – S. pneumoniae MK inhibitors, primary screen, biochemical, PK/LDH-coupled NADH absorbance | purified MK, PK/LDH-coupled NADH absorbance 340 nm | inhibition, % at 10 µM | mevalonate kinase [Streptococcus pneumoniae D39] | AID 555, 2006 | actives 0.48% (n = 65,000);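 active means ranked among the strongest by inhibition in the single 10 µM screen, a fixed top-ranked set picked for dose follow-up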; further: no value below 0 was filed
# TNAP inhibition – human TNAP enzyme inhibitors, biochemical, luminescent (AID 518); Alkaline phosphatase, tissue-nonspecific isozyme (Homo sapiens); purified TNAP enzyme, luminescent substrate readout; higher % means a stronger effect; inhibition, % at 20 µM, or IC50 in µM where a hit was titrated; actives 0.09% (n = 64,000); in the data active means a potency from the dose series; inactive means the rest, 99 in 100 with inhibition below about 22%;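 further: plate controls were vehicle for no effect and reference inhibitor for full effect; many of its hits are not listed in these tables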
# HPDE-C7 viability – cytotoxicity in HPDE-C7 cells, cell-based, fluorescence, HTS (AID 430). actives 1.8% (n = 63,000). one-dose cytotoxicity, % at 10 µM; EC50 in µM for titrated hits. HPDE-C7 pancreatic duct cells viability, fluorescence; higher % means a stronger effect;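 further: cells exposed to compound for 48 hours before viability readout; 0% = vehicle and 100% = reference cytotoxic drug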
# Spn DPM-DC inh – S. pneumoniae DPM-DC inhibitors, primary screen, biochemical, PK/LDH-coupled NADH fluorescence; calls only at 10 µM; AID 556, 2006; purified DPM-DC; actives 0.49% (n = 65,000); diphosphomevalonate decarboxylase (Streptococcus pneumoniae D39);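 active means the 320 compounds with the highest percent inhibition in the single-dose primary screen, excluding strongly autofluorescent ones, cut at about 32% in these data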;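 further: kinetic rate of NADH fluorescence loss reporting ADP formed by the decarboxylase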
# Bfl-1 displacement – Bfl-1 inhibitors, primary screen, biochemical, fluorescence polarization, FITC-Bid, mouse (AID 432) | FITC-Bid BH3 peptide fluorescence polarization displacement; higher % means a stronger effect | displacement, % at 20 µM; hits with a dose series show IC50 in µM | actives 0.02% (n = 64,000); in the data active means a potency from the dose series; inactive means the rest, 99 in 100 with displacement below about 15%; further: strong numbers were not always called active
# Spn PMK inh pilot replicates – also measured in Spn PMK inh; calls as there; inhibition, %; measured here: pilot screen replicates
# Spn MK inh pilot replicates – recorded beside Spn MK inh, whose call it bears; inhibition, %; measured here: pilot screen replicates
# Spn DPM-DC inh pilot screen % – recorded beside Spn DPM-DC inh, whose call it bears; inhibition, %; measured here: pilot screen trials
# * = called active by the depositor; i = inactive; . = no result given; & = joins results of further samples. Unless noted, no stated cut-off is given here; in the data, active means cytotoxicity above about 50%; inactive means the rest. Rows were taken by chance. About 3.5% of those tested had a hit in this group.
SMILES,HT1080 cytotoxicity,Spn PMK inh,LYP inhibition,HPDE-C7K KRASV12,Spn MK inh,TNAP inhibition,HPDE-C7 viability,Spn DPM-DC inh,Bfl-1 displacement,others
O=c1cc(CN2CCN(c3ccccc3)CC2)c2c(ccc3ccccc32)o1,-11%,12,.,25%,13,11%,4%,i,-4%,
Cc1cc(OCc2nnc(SCC(=O)OC3CCCCC3)o2)ccc1Cl,25%,9,2%,11%,4,11%,13%,i,-8%,
Cn1c(Cl)cnc1C1CC(=O)c2cc(Cl)ccc2O1 (configuration not stated),47%,5,13%,67%*,10,23%,70%*,i,0%,Spn PMK inh pilot replicates=0.0;Spn MK inh pilot replicates=0.0;Spn DPM-DC inh pilot screen %=3.5
COc1cc2cc(CN(Cc3cccnc3)C(=O)NCc3ccccc3)c(=O)[nH]c2cc1OC,2%,6,6%,-6%,8,10%,-9%,.,-2%,
N#CCCn1nnc2ccccc21,1%,13,0%,-4%,0,8%,-16%,i,4%,
CCN(CCNC(=O)Cn1c(=O)sc2ccccc21)c1ccccc1,-1%,0,20%,-14%,0,1%,-13%,i,-2%,
CC1Cc2ccccc2N1C(=O)CSc1nnc2c(n1)[nH]c1ccccc12 (configuration not stated),2%,6,10%,-5%,.,15%,-8%,i,-7%,
Cc1ccc(OCC(=O)Nc2ccc(N3CCCC3)cc2)cc1C,-8%,0,0%,5%,3,11%,6%,i,28%,
CCCOc1cccc(C(=O)Nc2cccc(NC(=O)c3ccco3)c2)c1,-6%,8,-2%,7%,7,12%,13%,i,-8%,
Cc1ccc(C(c2sc3ncnn3c2O)N2CCC(C)CC2)cc1 (configuration not stated),-4%,14,5%,4%,6,7%,2%,i,9%,
CCC(=O)Nc1nc2c(OC)ccc(C)c2s1,5%,3,15%,4%,3,10%,4%,i,-2%,
C=CCn1c(SCC(=O)NCC2CCCO2)nnc1C1CCCCC1 (configuration not stated),2%,8,9%,-10%,0,9%,-6%,i,-1%,Spn PMK inh pilot replicates=2.5;Spn MK inh pilot replicates=0.0;Spn DPM-DC inh pilot screen %=0.0
CC1Cn2c(nnc2-c2cccc(N)c2)S1 (configuration not stated),.,0,3%,-6%,1,5%,-11%,i,-7%,
CCOC(=O)C(CC)n1cnc2sc3c(c2c1=O)CCC3 (configuration not stated),.,13,.,-13%,9,7%,-7%,i,4%,
O=C(COc1ccc(Cl)cc1Cl)NCCCN1CCOCC1,0%,0,-9%,1%,8,6%,-8%,i,-3%,
Cc1onc(-c2ccccc2)c1C(=O)OCC(=O)Nc1ccc2c(c1)OCO2,-2%,11,3%,1%,0,1%,3%,i,-11%,
CC(C)CN1CN(S(=O)(=O)c2cccs2)c2nc3ccccc3nc21,18%,7,.,-8%,9,16%,-6%,i,-2%,
COC(=O)COc1ccc(S(=O)(=O)Nc2ccc(NC(C)=O)cc2)cc1C,-4%,0,13%,-21%,0,7%,-7%,i,-2%,
Cc1sc2nc(CN(Cc3cccs3)C(=O)C3CC3)[nH]c(=O)c2c1C,2%,2,10%,-12%,2,7%,-9%,i,-7%,
CCOC(=O)c1c(C)c(C(=O)NCc2ccccn2)c(C)n1CC,-4%,11,14%,4%,0,1%,4%,i,-4%,
CCn1c(SCC(=O)Nc2cc(C)on2)nnc1-c1cccnc1,-1%,15,.,-6%,9,-1%,-16%,i,5%,
O=C(Nc1ccc2c(c1)OCCO2)C1CCCN(S(=O)(=O)Cc2ccccc2)C1 (configuration not stated),-1%,14,0%,0%,0,2%,-9%,i,-4%,
COc1ccc(-n2nnc3c(=O)n(CC(=O)N4CCCCC4)cnc32)cc1,5%,12,5%,0%,5,9%,-9%,i,-5%,
Cc1ccsc1C(=O)OCC(=O)N1CCOCC1,4%,12,10%,5%,2,7%,6%,i,7%,
O=C(NCc1ccco1)C(C(=O)c1ccccc1)n1ccccc1=O (configuration not stated),1%,6,.,22%,20,-3%,18%,i,-4%,
CCCOC(=O)CSC1=C(C#N)C(c2ccc3c(c2)OCO3)CC(=O)N1 (configuration not stated),-12%,5,1%,62%*,3,13%,65%*,i,-2%,
Cc1ccc(Oc2ccccc2)c(NC=O)c1,3%,13,.,5%,13,6%,-13%,i,5%,
COc1cc(C2c3c(oc4c(C)cc(C)cc4c3=O)C(=O)N2Cc2cccnc2)ccc1O (configuration not stated),-2%,15,9%,11%,8,12%,-6%,i,-2%,Spn PMK inh pilot replicates=4.5;Spn MK inh pilot replicates=0.0;Spn DPM-DC inh pilot screen %=1.5
Cc1ccsc1C(=O)N1CC(=O)Nc2ccccc21,-1%,1,.,-24%,0,-2%,-17%,i,-4%,
CCC(c1nnnn1Cc1ccccc1)N1CCN(C(=O)c2ccco2)CC1 (configuration not stated),12%,14,3%,-2%,5,11%,4%,i,3%,
Cc1cc(NC(=O)c2cnn3c(C(F)F)cc(C4CC4)nc23)no1,-2%,0,7%,21%,0,14%,17%,i,4%,Spn PMK inh pilot replicates=1.5;Spn MK inh pilot replicates=1.5;Spn DPM-DC inh pilot screen %=2.0
CCOc1ccc2nc(-c3ccccc3)[nH]c2c1,67%*,4,-4%,57%*,10,17%,57%*,.,-2%,
CCc1sc(NS(C)(=O)=O)nc1-c1ccccc1,.,11,10%,6%,10,3%,-2%,i,5%,
O=C(NCCN1CCOCC1)c1ccccc1-c1ccccc1,0%,3,-6%,-11%,6,13%,-9%,i,-4%,
COCCNC(=O)c1ccccc1NC(=O)CN(c1ccc2c(c1)OCO2)S(C)(=O)=O,2%,3,-4%,8%,10,-4%,10%,i,1%,
O=C(Cn1[nH]c(=O)c2ccccc2c1=O)OCC(=O)N1CCc2ccccc2C1,-8%,0,3%,-4%,0,0%,1%,i,4%,
c1ccc(-c2noc(-c3cccc4ccccc34)n2)cc1,-7%,11,3%,-25%,8,0%,-16%,i,-4%,
COc1ccc2nc(C)cc(SCC(=O)O)c2c1,-1%&4%,8,8%,20%,7,4%,6%,i,3%,
Cc1occc1-c1nnc(SCC(=O)Nc2ccccc2)n1CCc1ccccc1,7%,0,0%,-11%,4,6%,0%,i,-3%,
CCn1c(SCC(=O)NC2CCCCC2)nnc1-c1cccs1,3%,10,1%,3%,11,4%,10%,i,0%,

# By substructure: the compounds so far containing a furan ring, fused or not
SMILES,HT1080 cytotoxicity,Spn PMK inh,LYP inhibition,HPDE-C7K KRASV12,Spn MK inh,TNAP inhibition,HPDE-C7 viability,Spn DPM-DC inh,Bfl-1 displacement,others
CCCOc1cccc(C(=O)Nc2cccc(NC(=O)c3ccco3)c2)c1,-6%,8,-2%,7%,7,12%,13%,i,-8%,
O=C(NCc1ccco1)C(C(=O)c1ccccc1)n1ccccc1=O (configuration not stated),1%,6,.,22%,20,-3%,18%,i,-4%,
CCC(c1nnnn1Cc1ccccc1)N1CCN(C(=O)c2ccco2)CC1 (configuration not stated),12%,14,3%,-2%,5,11%,4%,i,3%,
Cc1occc1-c1nnc(SCC(=O)Nc2ccccc2)n1CCc1ccccc1,7%,0,0%,-11%,4,6%,0%,i,-3%,

# Following part
SMILES,HT1080 cytotoxicity,Spn PMK inh,LYP inhibition,HPDE-C7K KRASV12,Spn MK inh,TNAP inhibition,HPDE-C7 viability,Spn DPM-DC inh,Bfl-1 displacement,others
Cc1cc(C)n(-c2nc3c(c(=O)[nH]c(=O)n3C)n2CC(O)c2ccccc2)n1 (configuration not stated),-8%,11,8%,8%,12,7%,-6%,i,0%,
O=S(=O)(c1ccccc1)N1CCN(Cc2ccccc2C(F)(F)F)CC1,-4%,0,-7%,0%,1,6%,-3%,i,-7%,
Cc1oc(-c2ccc(Cl)cc2)nc1CN1CCC(C(=O)N2CCN(Cc3ccccc3)CC2)CC1,-2%,0,-10%,8%,5,8%,10%,i,3%,
CC(C)n1c(SCC(=O)N2CCCC2)nc2c1c(=O)n(C)c(=O)n2C,-1%,15,.,-4%,6,7%,0%,i,-4%,
COc1cccc(C(=O)Nc2ncc3c(n2)CC(C)(C)CC3=O)c1,6%,5,10%,-12%,8,6%,3%,i,0%,
CCc1c(C)sc(NC(=O)CC#N)c1C#N,2%,10,6%,-4%,14,16%,-6%,i,8%,
Cc1cccc(-n2nnc(C(=O)N3CCc4ccccc4C3)c2N)c1,-4%,3,6%,19%,0,11%,21%,i,-4%,
CCn1c(Oc2ccc(Oc3ncc(Cl)cc3Cl)cc2)nc2c1c(=O)n(C)c(=O)n2C,-4%,17,.,2%,7,7%,-9%,i,0%,
O=C(O)CCc1nc(-c2ccc(Cl)cc2)no1,.,12,18%,-7%,12,3%,1%,i,0%,
COc1cccc(NS(=O)(=O)c2ccc3[nH]cc(C(=O)NCCN4CCOCC4)c(=O)c3c2)c1,-3%,16,-1%,-13%,7,6%,-25%,i,-4%,
O=C(O)CSc1sc(=S)sc1SCC(=O)O,-2%,17,-1%,-4%,1,9%,-4%,i,1%,
CCS(=O)(=O)N1CCC(C(=O)NCCN2CCN(Cc3ccccc3)CC2)CC1,7%,12,.,1%,7,2%,0%,i,-5%,
CC1Cc2ccccc2N1C(=O)Cn1c(=O)oc2cc(S(=O)(=O)N3CCCCC3)ccc21 (configuration not stated),-7%,0,-3%,5%,10,3%,-1%,i,2%,
CCCn1c(=O)n(C)c(=O)c2c3oc(=O)c(NC(=O)c4ccc(F)cc4)cc3[nH]c21,10%,11,1%,.,1,.,.,i,.,

# Structures above with two or more sulfur atoms (5):
SMILES,HT1080 cytotoxicity,Spn PMK inh,LYP inhibition,HPDE-C7K KRASV12,Spn MK inh,TNAP inhibition,HPDE-C7 viability,Spn DPM-DC inh,Bfl-1 displacement,others
CC(C)CN1CN(S(=O)(=O)c2cccs2)c2nc3ccccc3nc21,18%,7,.,-8%,9,16%,-6%,i,-2%,
Cc1sc2nc(CN(Cc3cccs3)C(=O)C3CC3)[nH]c(=O)c2c1C,2%,2,10%,-12%,2,7%,-9%,i,-7%,
CCc1sc(NS(C)(=O)=O)nc1-c1ccccc1,.,11,10%,6%,10,3%,-2%,i,5%,
CCn1c(SCC(=O)NC2CCCCC2)nnc1-c1cccs1,3%,10,1%,3%,11,4%,10%,i,0%,
O=C(O)CSc1sc(=S)sc1SCC(=O)O,-2%,17,-1%,-4%,1,9%,-4%,i,1%,

# High-throughput results (PubChem)
